TNAP activation fold: stimulation of alkaline phosphatase TNAP activity – biochemical, luminescent, no phosphate acceptor, uHTS, primary screen (AID 1001); purified TNAP, luminescent activation assay, no phosphate acceptor; higher activation fold means a stronger effect; activation fold at 20 µM; hits with a dose series show EC50 in µM; hit rate 0.03% among 200,000; in the data active = activation fold from about 3, or a potency from the dose series; inactive = the rest, 99 in 100 with activation fold below about 1.6; note: many of its hits are not listed in these tables
MT stabilize HCS: stabilizes microtubules in HeLa cells; HeLa tubulin immunostaining HCS, 24 h; share of cells brighter than vehicle mean+2SD; % tubulin-high responders, % at 10 µM; hit rate 0.83% among 200,000;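 active = plate Z-score above 3 for both tubulin-high and condensed-nucleus cell shares, with cell loss under 80%, at 10 µM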;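 note: anti alpha tubulin signal scored within the nucleus-defined area of each cell; some results filed as inactive read as strong as hits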
PMI inhibitors: MPI enzyme activity inhibition – biochemical, fluorescence intensity, coupled assay, primary screen (AID 1209). inhibition, % at 20 µM, or IC50 in µM where a hit was titrated. hit rate 0.42% among 190,000. purified PMI enzyme, coupled fluorescence intensity; higher % means a stronger effect;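 note: plate controls were DMSO vehicle for no effect and wells lacking substrate for full effect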
bCat nuc transl: beta-catenin nuclear translocation modulation | HeLa beta-catenin nuclear translocation, immunofluorescence imaging | AID 1665 | nuclear translocation activity, % at 5 µM | hit rate 0.3% among 190,000;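 active = nuclear translocation activity above 50% at 5 µM, with a well cell count of 50 or more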;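 note: per-cell ratio of nuclear to cytoplasmic median beta-catenin stain intensity; plate controls were DMSO negative control for no effect and GSK-3 inhibitor IX positive control for full effect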
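Technique: fluorescence imaging of beta-catenin antibody stain plus DAPI / Material: human HeLa cell line / Incubation: compound treatment 24 h, 37°C, 5% CO2 / Read-out basis: % activation of per-cell nuclear versus cytoplasmic median beta-catenin signal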
Autophagy mod: alters autophagy in cells; MEF GFP-LC3 puncta imaging; test concentration mostly 10 µM; calls only at 10 µM (by protocol); hit rate 0.98% among 190,000; AID 463193;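 active = percentage of spot-positive cells more than 3 SD above its plate mean, without a fluorescence outlier flag or 80% toxicity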;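 note: spot-positive cell cutoff set from DMSO-treated cells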
T cell HTS: T cell immune modulation candidate; calls only at 7 µM; AID 2052; 2C CD8+ T cell-vesicle binding, flow cytometry; stronger effect = lower value; hit rate 0.068% among 330,000;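 active = response, share of CD8 T cells binding vesicles, and their 90th percentile fluorescence all below set limits, cut at about 80% in these data, passing the limit was not always enough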
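Assay system – 2C mouse CD8+ T cells · Also added – QL9-loaded Drosophila micro-vesicles · Timing – Cell–vesicle co-incubation 1.5 h at 37 °C, staining 20 min on ice · Signal – flow cytometry of vesicle-bound cells · Measure – percent CD8+ FL2 mean versus row control · Controls – Peptide-free naked vesicles (low) and QL9 vesicles with 0.7% DMSO vehicle (high)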
Ins promoter up: MIN6 insulin promoter up-regulation; MIN6 insulin promoter-GFP reporter, high-content imaging; stronger effect = higher value; z-score at 5 µM; AID 1625; hit rate 0.3% among 190,000;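 active = z-score above 3 at 5 µM with at least 500 cells counted in the well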
human PMI inhibitors: human PMI inhibitors, high substrate, primary screen, biochemical, fluorescence intensity, high mannose 6-phosphate (AID 1220); recombinant PMI enzyme, coupled fluorescence intensity; higher % means a stronger effect; hit rate 0.66% among 190,000; inhibition, % at 20 µM; hits with a dose series show IC50 in µM
Lipid droplet: modulators of hepatic lipid droplet formation; AML12 mouse hepatocytes, oleate lipid droplets, BODIPY imaging; inhibition, % at 6.5 µM; hit rate 0.4% among 240,000;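 active = lipid droplet intensity inhibited by at least 50%, with more than 500 cells counted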
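Test system: AML12 hepatocytes (mouse); reagent: oleate loading, 100 µM; dosing: one dose, 6.5 µM compound; incubation: overnight exposure; signal: fluorescence imaging, 20x objective, two fields per well; read-out basis: % inhibition of corrected integrated BODIPY droplet signal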
Ins promoter up cell count: recorded beside Ins promoter up, whose call it bears; cell count; measured here: cytotoxicity, nuclei count;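 total cells summed across four imaged fields per well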
Lipid droplet cells 6.5 µM: recorded beside Lipid droplet, whose call it bears; cell count; measured here: cell count, cytotoxicity flag;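 cells counted across two imaged fields per well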
bCat nuc transl cell count 5 µM: second read-out of bCat nuc transl, no call of its own (marks repeat the call); cell count; measured here: cell count, cytotoxicity flag
T cell HTS vesicle-bound %: recorded beside T cell HTS, whose call it bears; double positive events, %; measured here: CD8+ vesicle-bound cell fraction;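 binding gate set so that unloaded-vesicle control wells show 10% double positive cells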
MT stabilize HCS Hoechst-high %: also measured in MT stabilize HCS; calls as there; % Hoechst-high responders; measured here: nuclear condensation Hoechst responders;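 share of cells brighter than vehicle mean plus two SD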
MT stabilize HCS cytotoxicity %: further read-out of MT stabilize HCS, marked with its call; toxicity, %; measured here: cytotoxicity by cell density;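 0% = mean cell density of plate MIN control wells and 100% = no cells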
Autophagy mod cell loss 18 h: also measured in Autophagy mod; calls as there; toxicity, %; measured here: cell loss, nuclei count;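 cell loss after 18 h compound exposure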
Starred values were filed as active, the others as inactive; i = inactive; · = not tested or not shown. Cut-off read from the data, not from the text of the source, unless noted: active = inhibition above about 50%; inactive = the rest.

compound	MT stabilize HCS cytotoxicity %	MT stabilize HCS Hoechst-high %	Ins promoter up cell count	Autophagy mod cell loss 18 h	bCat nuc transl cell count 5 µM	Autophagy mod	PMI inhibitors	human PMI inhibitors	Lipid droplet cells 6.5 µM	TNAP activation fold	Lipid droplet	bCat nuc transl	T cell HTS vesicle-bound %	Ins promoter up	MT stabilize HCS	T cell HTS
CC(=O)c1ccc(NS(=O)(=O)c2ccccc2)cc1	12.1	2.4	1262	4.0	1125	i	5.5%	0.8%	753	1.2	12.6	-1.5	26.7	-0.59	2.2	i
O=C(CN1CCc2ccccc21)NC(c1ccccc1)c1ccccc1	7.1	2.1	1626	-11.6	1164	i	-11.5%	-7.7%	680	1.1	-1.4	-1.9	8.2	-0.25	3.7	i
COc1cccc(C(=O)CSc2nnnn2C2CCCCC2)c1	4.3	1.0	828	-6.1	921	i	13.2%	4.8%	796	1	-1.0	-6.9	12.6	0.79	1.0	i
O=S(=O)(NCCc1nnc2ccc(SCc3cccnc3)nn12)c1ccccc1	9.8	2.0	1374	15.1	1129	i	-5.0%	-4.5%	725	1.1	11.3	-0.6	32.8	0.01	1.0	i
COC(=O)c1c(NC(=O)CN(c2ccccc2)S(C)(=O)=O)sc2c1CCCC2	10.7	3.0	1283	7.6	520	i	8.3%	9.0%	672	1	31.4	-1.3	15.1	-0.27	3.0	i
Cc1c(Cl)cccc1NC(=O)CCCN1C(=O)c2cccnc2C1=O	6.4	3.1	1322	1.7	1028	i	-7.7%	-8.4%	738	1.1	4.0	-0.4	47.3	0.09	4.6	i
N#C/C(=N\Nc1cccc(F)c1)C(=O)C1CC1	·	·	1448	·	1254	·	·	·	705	·	9.2	-0.3	46.3	0.34	·	i
CC(NC(=O)Cc1ccc(F)cc1)C(c1cccs1)N1CCN(C)CC1 (stereo not given)	6.4	1.9	1170	-4.7	1258	i	-4.0%	0.9%	691	1.2	-0.1	-2.4	·	0.08	4.1	·

Later entries:
compound	MT stabilize HCS cytotoxicity %	MT stabilize HCS Hoechst-high %	Ins promoter up cell count	Autophagy mod cell loss 18 h	bCat nuc transl cell count 5 µM	Autophagy mod	PMI inhibitors	human PMI inhibitors	Lipid droplet cells 6.5 µM	TNAP activation fold	Lipid droplet	bCat nuc transl	T cell HTS vesicle-bound %	Ins promoter up	MT stabilize HCS	T cell HTS
Cc1cccc(N=C2NN=C(c3c(C)[nH]c4ccccc34)CS2)c1	9.0	2.3	1270	-3.1	1041	i	6.6%	-7.0%	656	1	-1.0	3.6	43.9	0.09	4.9	i
Cc1ccc(SCC(=O)Nc2ccc(N3CCN(C)CC3)c(F)c2)c(C)c1	15.1	1.9	1396	18.2	1332	i	-10.8%	-12.0%	671	1.1	-35.5	1.4	15.6	1.29	1.8	i
CC(C)C(NC(=O)c1ccccc1)C(=O)NCC(c1ccccc1)N(C)C (stereo not given)	2.1	1.8	1189	3.3	1055	i	-6.9%	-1.4%	704	1.1	9.8	1.6	49.1	-0.53	2.1	i
O=C(C1CC2C=CC1C2)N1CCN(c2ccccc2)CC1 (stereo not given)	11.6	2.5	·	1.8	1077	i	-2.7%	0.2%	735	1.1	-19.1	-1.0	50.3	·	3.5	i
Cc1ccc(-c2nnc(Nc3ccc(C(=O)N(C)C)cc3)c3ccccc23)cc1S(=O)(=O)NCC1CCCO1 (stereo not given)	9.3	3.3	1473	6.5	1122	i	5.2%	-4.0%	683	1.1	15.9	-2.5	49.2	-0.84	2.8	i
O=[N+]([O-])c1ccc(OCCN2CCNCC2)cc1	4.8	1.2	1348	18.3	1109	i	-0.4%	-5.8%	682	1	-1.5	-1.3	58.2	1.32	3.2	i
COC(=O)CSc1nc(-c2ccc(C)cc2)c2c(c1C#N)CCCC2	5.3	1.0	865	22.3	924	i	20.4%	14.5%	698	1	-14.2	0.9	27.0	1.4	1.5	i
CCCC[C@@H]1CNC(=S)N1CC1CCCCC1	·	·	1067	·	1151	·	·	·	734	·	-26.7	-0.4	32.3	-0.98	·	i

Following part
compound	MT stabilize HCS cytotoxicity %	MT stabilize HCS Hoechst-high %	Ins promoter up cell count	Autophagy mod cell loss 18 h	bCat nuc transl cell count 5 µM	Autophagy mod	PMI inhibitors	human PMI inhibitors	Lipid droplet cells 6.5 µM	TNAP activation fold	Lipid droplet	bCat nuc transl	T cell HTS vesicle-bound %	Ins promoter up	MT stabilize HCS	T cell HTS
O=c1[nH]c(CN2CCN(c3ccccc3)CC2)nc2ccccc12	15.5	2.2	1286	41.6	1172	i	-5.7%	-8.6%	707	1	2.5	-3.6	23.5	0.8	5.1	i
CSc1nc(C)c2cc(C)oc2n1	6.7	1.1	898	-48.4	1107	i	5.8%	-0.5%	742	1.1	-5.2	-5.9	38.5	0.75	2.8	i
CCCCCCCCCC(=O)N/N=C(\C)c1cccnc1	4.7	1.7	·	33.1	1209	i	1.9%	-5.4%	715	1	-21.5	-2.2	40.9	·	3.5	i
COc1cc(-c2cccs2)cc(=O)c2c(C)oc(C)c12	4.1	4.4	1194	21.5	958	i	-55.1%	-49.0%	·	1.1	·	-1.4	12.7	-0.59	4.4	i
CCOC(=O)CC(NC(=O)c1cccs1)c1ccc(OCC)cc1 (stereo not given)	7.7	1.5	1560	0.2	1245	i	5.2%	0.7%	·	1.1	·	0.2	20.1	-1.68	4.2	i
COCCn1c(SCC(=O)NCc2ccccc2)nnc1-c1ccco1	3.7	2.1	1197	-0.2	1089	i	-1.3%	-6.2%	669	1	-0.4	2.8	11.5	0.43	2.0	i
O=C(CCC1CCCN(Cc2ccc3c(c2)OCCO3)C1)NCc1ccc(F)c(F)c1 (stereo not given)	5.7	1.8	1480	-25.1	1174	i	11.6%	4.6%	695	1.1	6.3	-0.1	57.2	-0.52	5.1	i
CC(C)CNC(=O)c1ccc(COc2ccc(Cl)cc2Cl)o1	6.8	1.7	1542	-7.5	1389	i	-14.8%	-11.9%	·	1.1	·	-2.9	40.6	-0.29	1.8	i

Arranged by SMILES length (lowest first): part of the list above
compound	MT stabilize HCS cytotoxicity %	MT stabilize HCS Hoechst-high %	Ins promoter up cell count	Autophagy mod cell loss 18 h	bCat nuc transl cell count 5 µM	Autophagy mod	PMI inhibitors	human PMI inhibitors	Lipid droplet cells 6.5 µM	TNAP activation fold	Lipid droplet	bCat nuc transl	T cell HTS vesicle-bound %	Ins promoter up	MT stabilize HCS	T cell HTS
CSc1nc(C)c2cc(C)oc2n1	6.7	1.1	898	-48.4	1107	i	5.8%	-0.5%	742	1.1	-5.2	-5.9	38.5	0.75	2.8	i
CCCCCCCCCC(=O)N/N=C(\C)c1cccnc1	4.7	1.7	·	33.1	1209	i	1.9%	-5.4%	715	1	-21.5	-2.2	40.9	·	3.5	i
CC(C)CNC(=O)c1ccc(COc2ccc(Cl)cc2Cl)o1	6.8	1.7	1542	-7.5	1389	i	-14.8%	-11.9%	·	1.1	·	-2.9	40.6	-0.29	1.8	i
CCOC(=O)CC(NC(=O)c1cccs1)c1ccc(OCC)cc1 (stereo not given)	7.7	1.5	1560	0.2	1245	i	5.2%	0.7%	·	1.1	·	0.2	20.1	-1.68	4.2	i
O=c1[nH]c(CN2CCN(c3ccccc3)CC2)nc2ccccc12	15.5	2.2	1286	41.6	1172	i	-5.7%	-8.6%	707	1	2.5	-3.6	23.5	0.8	5.1	i
COC(=O)CSc1nc(-c2ccc(C)cc2)c2c(c1C#N)CCCC2	5.3	1.0	865	22.3	924	i	20.4%	14.5%	698	1	-14.2	0.9	27.0	1.4	1.5	i
O=C(CCC1CCCN(Cc2ccc3c(c2)OCCO3)C1)NCc1ccc(F)c(F)c1 (stereo not given)	5.7	1.8	1480	-25.1	1174	i	11.6%	4.6%	695	1.1	6.3	-0.1	57.2	-0.52	5.1	i

Continuation:
compound	MT stabilize HCS cytotoxicity %	MT stabilize HCS Hoechst-high %	Ins promoter up cell count	Autophagy mod cell loss 18 h	bCat nuc transl cell count 5 µM	Autophagy mod	PMI inhibitors	human PMI inhibitors	Lipid droplet cells 6.5 µM	TNAP activation fold	Lipid droplet	bCat nuc transl	T cell HTS vesicle-bound %	Ins promoter up	MT stabilize HCS	T cell HTS
C=CCNC(=S)N1CCc2[nH]c3ccccc3c2C1	·	·	1017	·	1335	·	·	·	698	·	-9.4	0.9	54.9	0.37	·	i
CC(C)N1CC2(c3ccccc3)CN(C(C)C)CC(c3ccccc3)(C1)C2=O	1.4	1.2	1493	-3.6	1375	i	0.8%	-0.2%	·	1.1	·	-3.6	41.5	-0.43	2.0	i
Nc1nc2ccccc2n1/N=C/c1ccc2c(c1)OCO2	·	·	1036	·	1352	·	·	·	753	·	1.2	0.7	49.6	-0.56	·	i
Cc1ccnc(NS(=O)(=O)c2ccc(NC(=O)c3cc(-c4ccc(Br)cc4)nc4ccccc34)cc2)n1	7.1	1.3	1325	4.5	518	i	-7.0%	4.4%	643	1.1	7.0	0.0	43.4	0.02	1.4	i
Nc1nc(Br)c2c(F)cccc2c1-c1ccc(Cl)cc1	7.1	2.4	·	-1.6	·	i	15.2%	18.4%	·	1.1	·	·	31.9	·	1.2	i
Cc1csc(NC(=O)C(CC(C)C)NS(=O)(=O)c2ccc3c(c2)oc(=O)n3C)n1 (stereo not given)	10.5	4.7	1024	7.4	·	i	-2.6%	-2.0%	·	1.1	·	·	36.6	0.86	1.6	i
